# From PubChem BioAssay
# DNA FID counter = fluorescent intercalator displacement, NS3 helicase counter-screen. DNA fluorescent intercalator displacement, fluorescence. inhibition, % at 7.9 µM. 290,000 tested, 0.17% active. AID 1845; in the data active = inhibition above about 37%;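 note: 0% = vehicle and 100% = reference compound; higher means more ethidium bromide displaced from hairpin DNA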
# IDE cell activ = activators of human insulin-degrading enzyme in cells | 340,000 tested, 0.073% active | activation, % at 5.96 µM | HEK cells, FAbeta-B cleavage, fluorescence polarization; 0% vehicle, 100% cell-free pure enzyme wells | P14735 | AID 493087;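 active = activation above the mean of all tested compounds plus 3 SD, set per screening campaign, cut at about 17% in these data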
# IMP-1 inhibitor = blocks Pseudomonas aeruginosa IMP-1 metallo-beta-lactamase | inhibition, % at 5.6 µM | 290,000 tested, 0.45% active | purified IMP-1, nitrocefin hydrolysis, epi-absorbance fluorescence;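 active = inhibition above the mean plus 3 SD of all compounds in the same screening run, cut at about 4.5% in these data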;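 note: 0% = IMP-1 with DMSO and 100% = DMSO wells lacking enzyme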
#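 Test system: recombinant IMP-1 enzyme, purified / Medium: HEPES buffer pH 7.1 with ZnSO4 and Brij 35 / Doses: single dose, 5.6 µM / Times: 25 °C, 15 min preincubation, 25 min reaction / Detection: Epi-absorbance via hydrolysed-nitrocefin quenching of white-plate fluorescence, 480/530 nm, EDTA stop / Evaluation: percent inhibition from optical density relative to buffer-blank wells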
# p-CIP stab down = lowers stability of the mouse p/CIP coactivator protein. decrease of EGFP signal, % at 10 µM. Q05BA5. AID 1984. F442A p/CIP-EGFP cells, EGFP fluorescence, 16 h. 290,000 tested, 0.01% active;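 active = EGFP signal decrease of at least 30% at 10 µM or well 3 SD below plate mean, unless failing retest; inactive = the rest, including hits failing retest or dose response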; note: some compounds called inactive have numbers as strong as hits; many of its hits are not listed in these tables
# PHOSPHO1 inh = blocks human PHOSPHO1 phosphatase activity; Q8TCT1; recombinant PHOSPHO1, absorbance phosphatase assay; inhibition, % at 13.3 µM; 290,000 tested, 1.1% active; in the data active = inhibition above about 60%
# Target sequence (Q8TCT1 whole entry, looked up): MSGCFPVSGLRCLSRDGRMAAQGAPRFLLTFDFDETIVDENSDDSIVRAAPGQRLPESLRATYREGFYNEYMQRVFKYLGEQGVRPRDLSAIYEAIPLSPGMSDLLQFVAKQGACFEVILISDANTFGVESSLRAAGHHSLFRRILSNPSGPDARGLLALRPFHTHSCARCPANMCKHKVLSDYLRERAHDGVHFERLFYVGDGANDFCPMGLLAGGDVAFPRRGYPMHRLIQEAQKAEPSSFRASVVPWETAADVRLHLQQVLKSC
# VIM-2 inh = blocks Pseudomonas aeruginosa VIM-2 metallo-beta-lactamase | 290,000 tested, 0.89% active | purified VIM-2, nitrocefin hydrolysis, epi-absorbance fluorescence | inhibition, % at 5.6 µM;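 active = inhibition above the mean of all tested compounds plus 3 SD, cutoff set per screening run, cut at about 7.5% in these data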;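 note: red hydrolysis product quenches plate fluorescence so inhibitors raise well fluorescence; 0% = enzyme with DMSO and 100% = DMSO without enzyme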
# HCV NS3 hel inh = HCV NS3 helicase inhibition. NS3 helicase DNA unwinding, Cy5 molecular beacon fluorescence. inhibition, % at 10.9 µM. 290,000 tested, 0.56% active;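 active = inhibition above the mean of all tested compounds plus 3 SD, set per campaign, cut at about 35% in these data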;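 note: 0% = DMSO wells and 100% = thioflavine S control wells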
#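 Assay system: hepatitis C virus NS3 helicase domain fragment enzyme. Also added: annealed dual-labelled DNA beacon duplex, ATP-started. Timing: 1 h reaction at 25 °C, ATP-initiated. Technique: Cy5 fluorescence at 0 and 60 min, beacon hairpin quenching. Evaluation: % inhibition of unwinding. Replication: one well per compound.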
# MEKK3 PB1 HTS = raises or lowers MEK5 binding to the human MEKK3 PB1 domain | bead-based flow cytometry, Alexa488-MEK5 binding to MEKK3; actives lie on both sides; 0 = blocked by unlabeled MEK5, 100 = vehicle | binding response (% of control), % at 10 µM | 290,000 tested, 1.4% active | AID 1529;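 active = binding response more than 3 SD above or below the average of its plate-row segment, actives on both sides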;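 note: Alexa488 bead fluorescence after subtracting the streptavidin-only scavenger bead signal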
# Target sequence (Q99759 whole entry, looked up, the tested form may be a part): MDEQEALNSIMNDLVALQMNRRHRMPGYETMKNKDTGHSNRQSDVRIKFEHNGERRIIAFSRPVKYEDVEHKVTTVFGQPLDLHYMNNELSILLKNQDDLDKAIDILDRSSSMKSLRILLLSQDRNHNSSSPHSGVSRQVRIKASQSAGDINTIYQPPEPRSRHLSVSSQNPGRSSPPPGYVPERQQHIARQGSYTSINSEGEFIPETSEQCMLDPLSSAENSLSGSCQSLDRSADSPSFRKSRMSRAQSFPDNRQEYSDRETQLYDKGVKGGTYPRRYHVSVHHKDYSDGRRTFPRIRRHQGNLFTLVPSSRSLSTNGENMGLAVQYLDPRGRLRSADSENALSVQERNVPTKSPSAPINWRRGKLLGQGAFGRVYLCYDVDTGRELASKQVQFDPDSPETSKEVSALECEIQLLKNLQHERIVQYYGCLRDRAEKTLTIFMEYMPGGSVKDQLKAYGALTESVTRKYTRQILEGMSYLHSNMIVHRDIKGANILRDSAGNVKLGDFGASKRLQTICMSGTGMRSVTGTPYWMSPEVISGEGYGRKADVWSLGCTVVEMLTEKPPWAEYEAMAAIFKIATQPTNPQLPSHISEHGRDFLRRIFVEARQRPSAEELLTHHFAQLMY
# UBC9 SUMO inh = inhibitors of human SUMOylation (UBC9); inhibition, % at 35 µM; 290,000 tested, 0.36% active; P63279; HTRF SUMOylation assay, SAE1/SAE2 + UBC9, in vitro; AID 2006; in the data active = inhibition above about 50%, passing the limit was not always enough; note: strong numbers were not always called active
# Target sequence (P63279 whole entry, looked up): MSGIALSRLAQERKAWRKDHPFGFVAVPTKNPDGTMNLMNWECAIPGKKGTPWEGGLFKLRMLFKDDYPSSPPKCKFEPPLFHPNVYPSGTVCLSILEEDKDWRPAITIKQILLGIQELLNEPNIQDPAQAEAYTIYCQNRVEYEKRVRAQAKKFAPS
# Active calls of the source: *; x = not tested or not shown; & = joins results of further samples. Some of the compounds tested; rates above refer to the full screens.
SMILES,DNA FID counter,IDE cell activ,IMP-1 inhibitor,p-CIP stab down,PHOSPHO1 inh,VIM-2 inh,HCV NS3 hel inh,MEKK3 PB1 HTS,UBC9 SUMO inh
CCOC(=O)C1CCN(C2CC(=O)N(c3ccc(OCC)cc3)C2=O)CC1 (stereo not given),-10,4,0.4,-1,-26,-2.1,2,104,10
COCCCNc1nc(=S)[nH]c2cc(OC)c(OC)cc12,2,0,-2.5,-16,82*,0.0,-7,109,14
O=C(Nc1ccccc1F)Nc1cccc2ccc(O)cc12,-1,4,-0.8,-8,10,-0.9,7,94,41
COc1ccc(CCN2CCCC(CN(C)Cc3cc(Cl)c(O)c(OC)c3)C2)cc1 (stereo not given),8,1,-2.5,-17,x,-3.5,-8,112,16
Cc1nn(Cc2cccc(C(=O)NN)c2)c(C)c1Cl,-11,8,-1.7,-8,37,-2.3,8,102,1
O=C1CCCC(=O)C1C1c2ccccc2CCN1C(=O)CCl (stereo not given),20,x,-0.9,-4,32,-2.3,3,110,16
COc1ccnc(CN(C)C(=O)C2CCC(=O)N(Cc3cccc(C(F)(F)F)c3)C2)c1 (stereo not given),-38,3,-3.6,12,38,-2.9,1,100,5
COc1cccc(CNc2nnnn2C)c1,0,7,-4.1,-8,25,-1.7,14,103,0
CO/N=C(\Cn1ncc(N2CCCC2)c(Br)c1=O)c1ccc(Cl)cc1,-18,-1,0.1,-6,19,-4.5,-1,97,8
CC(Oc1ccccc1F)C(=O)/C=C/N(C)C (stereo not given),-5,-1,-1.6,3,4,-0.8,9,99,-26
O=c1[nH]c(C2CCN(S(=O)(=O)c3ccccc3F)CC2)nc2c1nnn2Cc1ccc(F)cc1,-38,0,-1.5,-7,27,-0.7,-12,102,-8
CCc1ccc2oc(C(=O)NC3CCS(=O)(=O)C3)cc(=O)c2c1 (stereo not given),-7,4,-0.3,9,3,-0.4,-7,100,12
COc1ccc(C2C(=O)N(C3CCCCC3)CC(=O)N2C2CCCCC2)cc1 (stereo not given),-4,2,3.0,4,8,1.2,1,107,16
NC(=O)CCS(=O)(=O)CCN1CCCCC1,8,3,-1.5,0,24,-1.5,8,105,-4
Cc1cc(N2CCCC2)nc2c(C)cccc12,-3,5,-0.9,-2,24,-0.9,-12,106,13
N#Cc1cccc2c1-c1ccccc1/C2=N/NC(N)=S,4,-7,-4.0,4,6,3.4,24,101,15
Cc1csc(NC(=O)CCn2c(=O)oc3ccc(Cl)cc32)n1,-22,1,-1.2,-5,3,1.1,-2,104,0
O=S1(=O)CCC(n2nccc2-c2ccccc2)C1 (stereo not given),-6,1,-2.2,-1,30,-4.0,8,104,5
CCOc1ccc(NC(=O)CSc2nc(O)c(C)c(=O)n2-c2ccc(F)cc2)cc1,-37,2,0.5,0,32,0.4,12,101,5
CCOC1(/N=C(\C)NS(=O)(=O)c2ccc(Cl)cc2)C(C)=CC(=O)C=C1C,-12,1,-4.0,16,-43,-2.7,1,107,-6
CCOc1ccc(NC(=O)Cn2nnc(-c3ccccc3F)n2)cc1,-7,-6,-5.3,-2,-1,-1.9,4,101,1
Brc1cccc(CN2CCCCCCC2)c1,-2,-2,-2.8,-6,19,1.6,-4,100,16
COCCn1cnc2c(c1=O)c1nc3ccccc3nc1n2/N=C/c1cccc(OC)c1,0,7,-3.7,-21,8,-2.0,-9,108,13
COc1ccc(CNC(=O)c2ccc(Br)o2)cc1,-8,-3,-2.4,-6,-9,-2.1,4,102,-5
COc1ccc(C(F)(F)F)cc1N/C=C/c1nnnn1-c1ccc2ccccc2c1,2,1,-1.0,-16,32,-2.8,11,103,19
O=C(Nc1cccc(O)c1)c1noc2c1CCc1ccccc1-2,-5,-2,-1.8,-10,-4,-3.8,-5,95,4
CCN1CCCC1CNC(=O)Cn1ncc2c(=O)oc3ccc(C)cc3c21 (stereo not given),12,6,0.7,-14,-14,0.0,-2,109,-3
C#Cc1cccc(NC(=O)CSc2nnc(-c3ccc(C(F)(F)F)cn3)o2)c1,-14,0,-4.0,2,13,-3.5,-9,102,6
COc1ccc(C)cc1NC(=O)CN(C)S(=O)(=O)c1cnc[nH]1,2,1,0.0,4,1,0.1,10,95,-14
CC(=O)N1CCc2cc(S(=O)(=O)CCC(=O)N3CCN(c4ccccn4)CC3)ccc21,-14,2,-1.6,-13,-23,-0.8,-15,108,-3
Cc1ccc(NC(=O)CNCc2cccs2)c(Br)c1,-9,1,-3.1,-10,30,-2.8,-3,107,0
CCOCCCNC(=O)c1ccccc1OC1CCN(S(C)(=O)=O)CC1,-3,3,-1.2,-7,51,-2.2,1,90,-4
COc1ccccc1NC(=O)/C=C\c1ccco1,-11,-1,-0.9,-7,27,-2.1,53*,99,2
Cc1ccc(-c2csc(N3CCN(CCCn4c(-c5ccncc5)nc5ccccc54)CC3)n2)cc1,-33,-7,-5.2,-14,-30,-1.6,-56,101,14
CC(=O)Nc1ccc(NCC(=O)c2ccccc2)cc1,0,2,-2.3,9,39,-1.0,3,99,1
CN(C)c1nc(N)nc(CSc2nnnn2C)n1,-3,3,-1.0,-6,-25,1.7,-1,104,17
C=CCC1(O)C(=O)Nc2ccccc21 (stereo not given),1,4,-7.8,4,10,-1.5,-4,105,-2
Cc1cc(C)n(C(=O)c2cccc(S(=O)(=O)N3CCCCC3)c2)n1,-3,4,0.1,0,37,-0.1,-3,69,12
CC(CC(F)(F)F)N1CCC(n2nccc2NC(=O)CCCc2ccccc2)CC1 (stereo not given),-15,0,-1.7,-8,2,-2.6,-4,100,3
CCOC(=O)C(C)C1(O)c2ccccc2-c2ncccc21 (stereo not given),1,2,-1.9,1,16,-0.9,3,99,4
O=C(N/N=C/c1cccs1)C(=O)Nc1cccc(Cl)c1,-4,5,-2.0,6,-8,-0.2,9,90,-2
CCOC(=O)N1CCN(CC(=O)c2c[nH]c3ccc(F)cc23)CC1,-5,x,-4.2,16,3,-1.7,-3,98,16
CC(NC(=O)Cc1ccsc1)c1ccc(S(N)(=O)=O)cc1 (stereo not given),-2,-1,-2.6,8,19,-3.1,-4,104,12
Cc1c(Cl)cccc1N(CC(=O)N1CCCCCC1)S(C)(=O)=O,-15,6,-1.6,-6,-2,-2.0,-4,100,-3
C=CCC(=O)OCC(=O)Nc1ccc(Oc2ccccc2)cc1,-15,x,-1.2,-8,17,-1.6,-5,x,19
COc1cccc(NC(=O)CN(C)CC(=O)Nc2cccc(C(F)(F)F)c2)c1,-17,5,-0.2,-2,26,-2.5,-28,102,-17
Cc1nc2ccc(C(=O)Nc3ccccc3Cl)cc2s1,-25,1,0.6,0,44,-1.1,-2,101,2
CCOC(=O)C(NCCc1ccc(F)cc1)(NC(=O)CC)C(F)(F)F (stereo not given),0,4,-5.1,2,17,-0.6,5,94,-14
O=C(c1ccc2c(c1)OCO2)C1CCCN(C(=O)Nc2ccc(F)cc2F)C1 (stereo not given),-3,0,-2.2,5,10,-2.9,2,95,8
COc1ccccc1N1C(=O)c2ccccc2NC1c1ccc(O)cc1 (stereo not given),-3,4,-0.5,-9,24,1.5,4,97,30
O=C(CSc1ncnc2scc(-c3ccc(F)cc3)c12)c1ccc2c(c1)OCCO2,1,1,-2.4,-10,6,-1.2,-12,97,-71
CN1CCN(C(=O)CSc2nc(-c3cccs3)ccc2C#N)CC1,3,0,-2.0,-2,-16,28*,3,104,8
COc1ccc(S(=O)(=O)NCC2CCCN(C(=O)CNC(C)=O)C2)cc1 (stereo not given),-5,5,-1.6,8,43,1.4,-5,93,47
CCOC(=O)CSc1nc2c(sc(=S)n2-c2ccc(CC)cc2)c(=O)[nH]1,-27,-7,-4.4,-2,50,-2.0,-24,102,14
O=C(CSc1nc2scc(-c3ccccc3)c2c(=O)[nH]1)N1CCOCC1,-47,-7,-1.0,-17,23,-2.8,0,99,1
C[C@H](CCC(=O)NCC(=O)O)[C@H]1CC[C@H]2[C@@H]3[C@H](O)C[C@@H]4C[C@H](O)CC[C@]4(C)[C@H]3C[C@H](O)[C@]12C,-26,9&-1&7,-3.8,-3,36,-2.8,1,104,2
CCOc1cccc2cc(C(=O)Nc3ccccc3-c3ccccc3)c(=O)oc12,0,-3,-0.7,-4,-4,2.0,3,99,25
COc1cc2ccccc2cc1C(=O)Nc1ccc(C)cn1,-21,-3,-2.4,-7,26,-2.4,-4,101,11
COc1ccc(N(CC(=O)NCc2ccccc2OC)S(=O)(=O)c2ccccc2)cc1,-33,6,-2.0,-3,30,-0.6,-14,100,-8
Cc1ccc(N=Cc2c(O)n(-c3ccc4c(c3)OCO4)c(=O)c3ccccc23)cc1,-1,3,-5.5,-4,19,-8.2,19,97,41

# Entries of single compounds, quoted from the list. Screens in order: DNA FID counter, IDE cell activ, IMP-1 inhibitor, p-CIP stab down, PHOSPHO1 inh, VIM-2 inh, HCV NS3 hel inh, MEKK3 PB1 HTS, UBC9 SUMO inh
# Results for C[C@H](CCC(=O)NCC(=O)O)[C@H]1CC[C@H]2[C@@H]3[C@H](O)C[C@@H]4C[C@H](O)CC[C@]4(C)[C@H]3C[C@H](O)[C@]12C → -26, 9&-1&7, -3.8, -3, 36, -2.8, 1, 104, 2
# Results for COc1ccc(N(CC(=O)NCc2ccccc2OC)S(=O)(=O)c2ccccc2)cc1 → -33, 6, -2.0, -3, 30, -0.6, -14, 100, -8
# Results for Cc1nc2ccc(C(=O)Nc3ccccc3Cl)cc2s1 → -25, 1, 0.6, 0, 44, -1.1, -2, 101, 2
# Results for COc1cccc(NC(=O)CN(C)CC(=O)Nc2cccc(C(F)(F)F)c2)c1 → -17, 5, -0.2, -2, 26, -2.5, -28, 102, -17

# (cont.)
SMILES,DNA FID counter,IDE cell activ,IMP-1 inhibitor,p-CIP stab down,PHOSPHO1 inh,VIM-2 inh,HCV NS3 hel inh,MEKK3 PB1 HTS,UBC9 SUMO inh
C#CCOC(=O)CCCC(=O)NCCCCCCCC,-23,-1,-3.7,2,44,-3.6,-3,97,2
CCCc1[nH][nH]c(=O)c1C(c1ccc(Cl)cc1)C(C#N)C#N (stereo not given),-6,-2,-3.0,-2,20,12*,2,87,1
O=c1[nH]cnc2c1nc(NCc1ccccc1)n2C1O[C@@H](CO)[C@H](O)[C@@H]1O (stereo not given in full),-2,0,-0.1,2,5,-0.6,13,90,-7
C=CCNc1cnn(-c2ccc(C)cc2)c(=O)c1Sc1ccc(C)cc1,-28,-3,-0.8,2,51,0.9,-14,92,-6
COC(=O)Nc1nnc(-c2ccccc2Cl)s1,0,0,-0.1,4,-14,1.4,1,100,2
COC(=O)C1=C(C)N(CC2CCCO2)C(=O)C1 (stereo not given),-1,3,-2.3,6,-15,-2.7,-11,101,-9
CN(C)c1nc2c(c(=O)[nH]c(=O)n2C)n1Cc1ccccc1Br,-7,2,-1.4,-13,45,-1.3,2,104,9
CN(C1CCCCC1)S(=O)(=O)c1ccc(NC(=S)NC(=O)c2cccs2)cc1,-16,4,0.1,-11,-1,-3.5,-4,106,-11
CCN(CC)S(=O)(=O)c1cccc(NC(=O)COc2ccc(C#N)cc2OC)c1,-24,2,-1.2,2,-5,-2.7,-3,102,-9
